Screens (PubChem BioAssay)
KKLEB cytotox – reduces viability of KKLEB cystic fibrosis airway cells; KKLEB CF airway cells viability, ATPlite luminescence, overnight; hits give low values; cells stimulated with P. aeruginosa culture filtrate; activity change (cytotoxicity), % at 5 µM; 0.36% of 360,000 active; AID 602141;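 active = corrected activity change at or below -50% at 5 µM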
hiPSC survival – hiPSC single-cell survival enhancement; AID 602274; 0.044% of 360,000 active; ATPlite luminescence; 100% = ROCK inhibitor wells, 0% = DMSO; survival enhancement, % at 20 µM; in the data active = survival enhancement above about 18%;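 also: cells exposed to compounds for 16 hours before the ATP read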
HIF-2a block – blocks HIF-2a reporter activity; 0.72% of 360,000 active; inhibition, % at 18.8 µM; AID 624352; 786-0 RCC cells HIF-2a reporter, luciferase luminescence, overnight;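 active = inhibition of the luminescence signal of 40% or more relative to plate controls, in a single-dose primary screen at 18.75 µM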
MITF TRPM1 inh – MITF TRPM1 promoter inhibition in SK-MEL-5 cells | SK-MEL-5 TRPM1 promoter luciferase, 24 h | inhibition, % at 12.5 µM | 0.83% of 330,000 active;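 active = mean inhibition across replicates of 60% or more, whatever share of single replicates reaches that level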; also: values of inactives mirror those of a sister screen read the other way
TWEAK-Fn14 inh – TWEAK-Fn14 signaling inhibition | AID 1159606 | TWEAK-stimulated Fn14 reporter cells, luciferase luminescence, 8 h | 2% of 360,000 active | inhibition, % at 10 µM; in the data active = inhibition above about 50%
aDG glyco up – increases alpha dystroglycan glycosylation | 0.22% of 360,000 active | Pro5-aDG cells, alpha-DG glycosylation AlphaScreen (IIH6); 0% Pro5, 100% B10-LARGE cell signal | activation, % at 10 µM;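 active = activation of at least 8% versus controls, or a plate z-score of at least 8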;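 also: Pro5 are CHO cells carrying HIG-tagged alpha-DG that lacks glycosylation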
Peg3 prom inh – inhibitors of Peg3 promoter. HeLa PEG-Prom luciferase reporter, luminescence, overnight. inhibition, % at 20 µM. 1.7% of 360,000 active;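 active = inhibition of at least 50% at 20 µM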
CF NFkB block – blocks PAF-induced NF-kB reporter in cystic fibrosis cells. AID 588850. KKLEB NF-kB-GFP reporter, GFP fluorescence overnight. 0.86% of 360,000 active. inhibition, % at 5 µM;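 active = at least 50% inhibition at 5 µM, scaled per plate between neutral and stimulator controls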;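 also: PAF is a Pseudomonas aeruginosa culture filtrate used as stimulus; plate controls were PAF-stimulated DMSO wells for no effect and unstimulated DMSO wells for full effect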
NR2E3 ag-1 – activates human photoreceptor nuclear receptor NR2E3; 0.12% of 320,000 active; Q9Y5X4; GST-NR2E3/biotin-RetCOR TR-FRET, 1536-well; inhibition of corepressor binding, % at 4.78 µM; AID 2300;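 active = percent inhibition above the cutoff of mean plus 3 SD of all tested compounds, set per screening campaign, cut at about 20% in these data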;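 also: 0% = DMSO wells and 100% = biotin wells as full block of FRET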
Target sequence (Q9Y5X4 whole entry, looked up): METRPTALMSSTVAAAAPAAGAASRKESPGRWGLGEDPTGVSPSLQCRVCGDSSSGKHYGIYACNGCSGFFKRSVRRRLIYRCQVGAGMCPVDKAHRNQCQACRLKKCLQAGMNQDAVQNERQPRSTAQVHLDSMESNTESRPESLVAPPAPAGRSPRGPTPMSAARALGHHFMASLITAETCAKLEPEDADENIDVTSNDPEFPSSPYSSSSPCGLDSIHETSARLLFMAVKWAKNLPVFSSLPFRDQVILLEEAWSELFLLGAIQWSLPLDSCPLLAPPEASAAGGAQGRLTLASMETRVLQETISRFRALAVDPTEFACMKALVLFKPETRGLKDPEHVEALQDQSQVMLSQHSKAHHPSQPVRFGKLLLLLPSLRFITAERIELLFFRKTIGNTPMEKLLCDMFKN
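Assay system: NR2E3–RetCOR corepressor complex. Quantity: 1.35 nM GST-NR2E3. Buffer or medium: pH 7.5 Tris-based buffer. Reagent: biotinylated RetCOR corepressor at 7 nM final. Schedule: 5 h at 4 °C. Detection: TR-FRET, emission read at 617 and 671 nm. Replicates: one well per compound, singlicate testing.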
Shn3 inh set2 – inhibitors of Schnurri-3 3'UTR reporter in osteoblasts; 0.52% of 360,000 active; inhibition, % at 12.5 µM; Clone20 osteoblast Shn3 3'UTR firefly luciferase, 24 h; AID 588674;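 active = mean inhibition of at least 75% with every replicate also reaching 75%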;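 also: 0% = median of neutral control wells and 100% = pilot-screen positive control compound; some compounds past the cut are filed as inactive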
NR2E3 ag-2 – activates human NR2E3 receptor; Q9Y5X4; CHO-S Gal4-NCOR/VP16-NR2E3 two-hybrid, luciferase; inhibition of corepressor binding, % at 3.98 µM; 0.35% of 360,000 active; AID 602229;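 active = inhibition above the mean of all tested compounds plus 3 SD, cut at about 70% in these data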;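 also: 0% = DMSO with NR2E3 transfected cells and 100% = cells lacking NR2E3 construct; higher means lower luciferase signal from less NR2E3 corepressor binding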
Active calls of the source: *; . = not tested or not shown.

SMILES	KKLEB cytotox	hiPSC survival	HIF-2a block	MITF TRPM1 inh	TWEAK-Fn14 inh	aDG glyco up	Peg3 prom inh	CF NFkB block	NR2E3 ag-1	Shn3 inh set2	NR2E3 ag-2
Cc1ccc2nc(Cl)c(CN(Cc3cccs3)C(=O)C3CC3)cc2c1	-13	-0.1	13	1	9	0.1	15	16	2	15	-2
N#Cc1c2n(c3c(=O)[nH]cnc13)CCCC2	-3	5.6	12	0	-6	-0.1	3	18	0	16	7
CCCNC(=O)C(Cc1cccc(Cl)c1)NC(=O)c1ccc(C#N)cc1 (centres undefined)	12	2.0	4	-8	-1	0.0	3	-19	1	-8	8
O=C(O)c1ccc2nc(C(F)(F)F)[nH]c2c1	0	1.1	14	-4	-8	-0.2	-1	9	0	-11	-22
C/C=C/c1ccc(OCCn2nnc3ccccc32)c(OC)c1	-5	-0.6	-212	-26	-12	1.2	-208	-22	-2	28	-8
Cn1nnnc1SCC(=O)Nc1ccccc1-c1ccccc1	-8	0.0	-33	0	8	0.1	-8	14	-2	-6	-12
Cc1c(Cl)cccc1NC(=O)CNc1cccc(C(F)(F)F)c1	-5	-0.1	7	-5	-31	0.3	19	-2	0	5	16
CCOc1cc(C#N)c(NC(=O)c2ccnn2C)cc1OCC	-5	-0.4	12	4	11	0.1	-2	11	4	-10	-25
N#C/C(=C/c1ccc2c(c1)OCO2)C(=O)Nc1ccc(O)cc1	-4	-0.6	-65	-20	-12	-0.2	-133	3	-2	-46	-9
CCOC(=O)c1cnc(C(C)(C)C)[nH]c1=O	6	1.6	14	-4	25	-0.1	11	20	1	13	-11
CC1(C)CC(=O)C=C(N2CCNCC2)C1	-3	-2.2	7	-9	10	0.0	14	12	-2	15	-5
Cc1csc2ncnc(N3CCN(C(=S)Nc4ccc(C(F)(F)F)cc4)CC3)c12	8	0.5	20	1	51*	0.0	14	22	-2	19	66
Cc1ccc(C(NC(=O)C2CCN(Cc3ccc(Oc4ccccc4)cc3)CC2)c2ccccn2)cc1 (centres undefined)	-4	-0.5	-12	.	1	0.1	30	-4	.	2	-8
COc1cc(NC(=S)N2CCCC(C)C2)cc(OC)c1OC (centres undefined)	-2	0.3	13	2	-12	0.1	3	-4	-1	-26	7
CCCN=C1N(CC)C[C@@H]2[C@@H]3C(=O)N(C)C(=O)[C@@H]3[C@](CC)(C(=O)OC)N12	0	1.7	3	3	7	-0.3	1	7	.	-9	-26
Cc1c(C(N)=O)c(-c2ccccc2)nn1-c1ccccc1	1	1.0	13	10	0	0.0	7	0	2	-7	2
CCCCSCCCNC(=O)Nc1cccc(OC)c1	9	-0.4	4	4	15	0.7	-5	7	3	4	-15
c1ccc(-c2nnc(SCc3nc4ccccc4[nH]3)o2)cc1	28	4.4	-17	13	37	0.6	2	-9	-3	34	14
CSc1ncccc1C(=O)OCC(=O)Nc1ccc(C)c(S(=O)(=O)N2CCOCC2)c1	-1	1.7	11	-4	-7	0.0	-1	-12	.	4	-8
COC(=O)c1ccccc1NC(=O)CSc1nnc(-c2cccc(NC(C)=O)c2)n1C	4	2.0	16	2	5	2.5	0	-12	-2	-3	-11

Reformatted bar-delimited: entries from further up
SMILES | KKLEB cytotox | hiPSC survival | HIF-2a block | MITF TRPM1 inh | TWEAK-Fn14 inh | aDG glyco up | Peg3 prom inh | CF NFkB block | NR2E3 ag-1 | Shn3 inh set2 | NR2E3 ag-2
Cc1c(Cl)cccc1NC(=O)CNc1cccc(C(F)(F)F)c1 | -5 | -0.1 | 7 | -5 | -31 | 0.3 | 19 | -2 | 0 | 5 | 16
Cc1ccc2nc(Cl)c(CN(Cc3cccs3)C(=O)C3CC3)cc2c1 | -13 | -0.1 | 13 | 1 | 9 | 0.1 | 15 | 16 | 2 | 15 | -2

Next structures follow.
SMILES	KKLEB cytotox	hiPSC survival	HIF-2a block	MITF TRPM1 inh	TWEAK-Fn14 inh	aDG glyco up	Peg3 prom inh	CF NFkB block	NR2E3 ag-1	Shn3 inh set2	NR2E3 ag-2
CCN1C(=O)CC(NC2CCN(C(=O)c3ccc(F)cc3)CC2)C1=O (centres undefined)	0	0.0	4	6	3	0.0	3	9	-4	-18	-6
Cn1ccc2c(-c3ccc(CO)cc3)cc3c(c21)C1CCC3C1 (centres undefined)	-3	4.9	-82	.	2	-0.2	-23	1	.	-4	-30
CCNc1cc(Nc2c(C)n(C)n(-c3ccccc3)c2=O)c([N+](=O)[O-])c2nonc12	7	0.2	20	9	-1	0.0	12	-3	-4	1	-19
COc1cc(C2=NOC(C(=O)NCc3cccnc3)C2)cc(OC)c1OC (centres undefined)	-6	-0.5	6	-9	12	0.1	12	23	-1	2	7
NC(=O)C1CCN(C(=O)CNC(=O)c2ccc(F)cc2)CC1	2	0.6	16	-3	10	-0.1	-5	9	.	6	-17
COc1ccccc1NC(=O)CCC(=O)N(Cc1ccc(OC)c(OC)c1)c1nccs1	17	0.1	11	1	0	-0.2	4	-14	2	12	-32
Cc1cccc(C)c1NC(=O)CSc1ccc([N+](=O)[O-])cn1	-8	7.7	2	4	-4	0.0	1	6	-3	16	-16
O=C(CCSc1nnnn1-c1ccccc1)N1CCOCC1	-4	3.7	-75	-11	-10	-0.1	-36	1	1	-5	-23
O=[n+]1cc(-c2cc3ccccc3o2)n([O-])c2c1CCCC2	4	-1.0	-118	-66	-27	0.0	-124	-13	3	3	-45
CCOC(=O)C1CCCN(C(=O)c2ccc(OC)cc2)CC1 (centres undefined)	-13	-3.1	7	.	2	0.0	-6	-9	.	-2	-22
O=C(O)COc1ccc(NC(=O)c2cccs2)cc1	0	1.8	6	14	10	-0.4	-7	10	-1	3	8
Cc1ccc(NC(=O)/C(=C\c2ccco2)NC(=O)c2ccco2)cc1	8	-0.1	-22	6	17	-0.1	-7	-2	1	-6	-40
O=C(CC1Oc2ccccc2NC1=O)NCCCN1CCN(C2CCCCC2)CC1 (centres undefined)	0	4.2	4	-2	11	0.1	2	6	1	-4	-8
NC12CC3CC(C1)CC(CC(=O)O)(C3)C2	-2	-1.9	13	-2	19	-0.3	-7	14	2	2	12
O=C(NNC(=O)c1ccccc1O)c1ccc(-c2ccc([N+](=O)[O-])cc2)o1	13	-0.2	-35	-1	-22	0.3	12	-31	4	21	-24
O=S(=O)(c1ccc(Cl)s1)N1CCN(CCc2ccccc2)CC1	18	-0.3	5	3	7	-0.3	7	6	4	8	6
Cc1ccc(C2CC2C(=O)NNC(=S)Nc2ccc(Cl)cc2)cc1 (centres undefined)	12	0.2	26	4	-6	0.0	27	4	-1	6	10
CC(Nc1nc(-c2ccc(Cl)cc2)cs1)c1nc2cc(Cl)c(N3CCCCC3)cc2n1CCOCCO (centres undefined)	-9	0.4	1	7	54*	1.5	47	-1	-1	27	-13
CCCCNC(=S)N1CCC(Cc2ccccc2)CC1	1	-0.5	-26	8	-3	0.2	0	-10	-3	8	13
CCCn1c(SCC(=O)c2ccc3c(c2)OCCO3)nnc1C(C)C	4	1.8	-6	6	-3	0.3	-9	3	2	-17	-8

TWEAK-Fn14 inh: hit marks shown above.
| Molecule | HIF-2a block | MITF TRPM1 inh | TWEAK-Fn14 inh | aDG glyco up | Peg3 prom inh | CF NFkB block | NR2E3 ag-1 | Shn3 inh set2 | NR2E3 ag-2 |
| --- | --- | --- | --- | --- | --- | --- | --- | --- | --- |
| Cc1csc2ncnc(N3CCN(C(=S)Nc4ccc(C(F)(F)F)cc4)CC3)c12 | 20 | 1 | 51* | 0.0 | 14 | 22 | -2 | 19 | 66 |
| CC(Nc1nc(-c2ccc(Cl)cc2)cs1)c1nc2cc(Cl)c(N3CCCCC3)cc2n1CCOCCO (centres undefined) | 1 | 7 | 54* | 1.5 | 47 | -1 | -1 | 27 | -13 |

Fetched by compound from the entries so far (two):
SMILES	KKLEB cytotox	hiPSC survival	HIF-2a block	MITF TRPM1 inh	TWEAK-Fn14 inh	aDG glyco up	Peg3 prom inh	CF NFkB block	NR2E3 ag-1	Shn3 inh set2	NR2E3 ag-2
COc1cc(C2=NOC(C(=O)NCc3cccnc3)C2)cc(OC)c1OC (centres undefined)	-6	-0.5	6	-9	12	0.1	12	23	-1	2	7
O=S(=O)(c1ccc(Cl)s1)N1CCN(CCc2ccccc2)CC1	18	-0.3	5	3	7	-0.3	7	6	4	8	6

Further records follow:
SMILES	KKLEB cytotox	hiPSC survival	HIF-2a block	MITF TRPM1 inh	TWEAK-Fn14 inh	aDG glyco up	Peg3 prom inh	CF NFkB block	NR2E3 ag-1	Shn3 inh set2	NR2E3 ag-2
CN(C(=O)CCc1nc(-c2ccccc2F)no1)c1ccccc1	-3	-0.5	-89	-4	-2	0.3	-52	4	0	12	9
CC(=O)N1CCc2cc(S(=O)(=O)CCC(=O)Nc3cccc(F)c3)ccc21	-4	0.2	7	-1	-3	0.0	12	15	4	18	-8
CCOC(=O)CC(NC(=O)c1ccco1)c1ccccc1Cl (centres undefined)	6	-0.5	14	4	7	-0.3	8	-22	2	-1	13
COc1cccc(N2C(=O)C3CCCN3C2=S)c1 (centres undefined)	-7	0.0	0	-2	13	0.1	-3	-13	1	-3	-16
O=C(NNC(=O)c1ccc(Cl)nc1)c1ccncc1	8	-0.3	16	-8	0	-0.3	4	-1	-1	3	-14
C=CCOc1ccc(C[C@H](N)C(=O)NC[C@H]2O[C@@H](n3cc(C)c(=O)[nH]c3=O)C[C@@H]2O)cc1	11	-3.1	9	.	5	-0.3	-4	-50	.	4	-17
CC1CCN(S(=O)(=O)c2ccc([N+](=O)[O-])cc2)CC1	-3	0.0	7	17	-10	0.1	14	17	-3	-7	-22
CCNc1nc(ON=C(C)C)nc(N(C)C)n1	13	0.4	1	-1	18	-0.2	14	-14	0	-20	-22
CCOc1ccc(S(=O)(=O)N2CCC(C(=O)NCC3CCCO3)CC2)cc1 (centres undefined)	2	0.4	10	-16	-14	-0.2	15	3	1	10	-3
COc1ccc(-c2nc3ccccc3c(=O)n2O)cc1	-5	-0.6	-3	4	14	0.0	11	7	0	-15	0
COc1ccc2c(c1)C=C([C@@H]1C[C@H]3CN(c4ccccc4)C(=O)[C@]34CCCN14)CO2	14	0.1	15	0	14	-0.1	71*	0	1	24	15

Single records (already shown). Values in the order: KKLEB cytotox, hiPSC survival, HIF-2a block, MITF TRPM1 inh, TWEAK-Fn14 inh, aDG glyco up, Peg3 prom inh, CF NFkB block, NR2E3 ag-1, Shn3 inh set2, NR2E3 ag-2
O=C(NNC(=O)c1ccc(Cl)nc1)c1ccncc1 in the list: 8, -0.3, 16, -8, 0, -0.3, 4, -1, -1, 3, -14
COc1ccc2c(c1)C=C([C@@H]1C[C@H]3CN(c4ccccc4)C(=O)[C@]34CCCN14)CO2 in the list: 14, 0.1, 15, 0, 14, -0.1, 71*, 0, 1, 24, 15
CCNc1nc(ON=C(C)C)nc(N(C)C)n1 in the list: 13, 0.4, 1, -1, 18, -0.2, 14, -14, 0, -20, -22
